Screens deposited in PubChem BioAssay by National Center for Advancing Translational Sciences (NCATS).
p53ts 39C tox: cytotoxicity in p53ts cells at nonpermissive temperature | hit rate 1.5% among 130,000 | Potency, µM (doses to about 46.1 µM), for inactives: top-dose activity change, negative = cell killing, hits mostly cytotoxic | H1299-p53A138V viability at 39C, ATP luminescence, 24 h; also: nearly all actives have a fitted effect of over 55% in size
p53ts 32C kill: cytotoxicity in p53ts cells at permissive temperature. H1299-p53A138V at 32C, ATP luminescence viability, 24 h. Potency, µM (titrated, usually from 46.1 µM), for the others: at the highest dose activity change, negative = cytotoxicity, actives largely listed as cytotoxic. hit rate 0.93% among 130,000;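 also: 0% = DMSO and -100% = full killing by reference compound; nearly all actives have a fitted effect of over 55% in size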
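ATP-content luminescence (ATPlite) read-out after 24 h compound exposure at 32C in H1299-p53A138V cells (600/well). Tested up to 46 uM. Normalized to DMSO (0%) and 100 uM tamoxifen (100% killing); Hill-fit AC50.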
Peg3 imprint: inducers of genomic imprint erasure in mouse ES cells; mouse ES Peg3-LacZ reporter, beta-gal luminescence, 40 h; Potency, µM (series often up to 60.7 µM), inactives show at the top dose activity change, positive = activation, actives largely listed as activators; hit rate 0.02% among 110,000; AID 1948;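 also: 0% = negative control wells on the plate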
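Imprint erasure is scored as LacZ activity from the silenced maternal Peg3 allele in feeder-free female ES cells cultured 40 h with LIF. Luminescence is normalized to in-plate negative controls and fitted to the Hill equation.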
IkB signaling: IkB pathway inhibition in ABC-DLBCL cells; ABC-DLBCL IkBa-CBG/CBR dual luciferase ratio, 4 h; response scale: scaled: untreated 0%, proteasome inhibitor 100%; Potency, µM (series often up to 57.1 µM), for inactives: at the highest dose IkBa stabilization activation; hit rate 0.04% among 110,000; AID 445; active = well fitted curve in the direction sought with a large enough effect in the signal ratio, not every such curve was filed as active; inconclusive = small, poorly fitted or top-dose-only effect, or a change in a side signal; the % refers to the signal ratio;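 also: the direction sought is a rising ratio; 0% = basal untreated cells and 100% = reference inhibitor full response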
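Curves were fitted separately to fusion (green), unfused (red) and ratio luminescence, then classed by r2, magnitude and activity. Cells: OCI-Ly3, 4 h compound plus doxycycline at 37C; 10 uM MG-132 defined full response.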
* hit, by the source's call; [ ] = another dose, or the depositor's remark. Unless noted, calls follow the shape of the dose curve; as a rule, active = well fitted curve in the direction sought with a large enough effect; inconclusive = small, poorly fitted or top-dose-only effect, or another doubt; inactive = no such curve, though single readings can be large; an effect the other way counts as inactive or inconclusive. Unless noted, % is scaled to controls: 0 for no effect and ±100 for the full control effect; potency is read from the fitted curve at half-maximal effect.

Screening COC(=O)C(CCSC)NC(=O)C(NC(=O)C1CCC(C)CC1)C(C)C (configuration not stated) returned p53ts 39C tox -14%, p53ts 32C kill -6%, Peg3 imprint -7% and IkB signaling 0.0%.
Screening CCOC(=O)C1CCCN(S(=O)(=O)c2ccc(F)c(C(=O)Nc3ccc(F)c(F)c3)c2)C1 (configuration not stated) returned p53ts 39C tox -18%, p53ts 32C kill -11%, Peg3 imprint -16%[10.9 µM] and IkB signaling inconclusive.
For Nc1nc(-c2ccccc2)nc(-c2ccccc2O)n1 the results were p53ts 39C tox -12%, p53ts 32C kill -18%, Peg3 imprint -13% and IkB signaling inconclusive.
`Cc1cc(NC(=O)COC(=O)COc2ccc3c(c2)CCC3)no1` gave p53ts 39C tox 14%, p53ts 32C kill -1%, Peg3 imprint 6% and IkB signaling 1.1%.
`COc1cccc(-c2ccc3ncnc(NCc4cccs4)c3c2)c1` gave p53ts 39C tox -19%, p53ts 32C kill -29%, Peg3 imprint 2% and IkB signaling 0.6%[11.4 µM].
For CC(O)c1nc2ccc(Cc3ccc4nc(C(C)O)[nH]c4c3)cc2[nH]1 (configuration not stated) the results were p53ts 39C tox -24%, p53ts 32C kill -19%, Peg3 imprint -16% and IkB signaling 0.8%.
Screening COc1ccc(Cl)cc1CNCCSc1nnnn1C returned p53ts 39C tox 7%, p53ts 32C kill 4%, Peg3 imprint -7%[10.9 µM] and IkB signaling -0.2%.
For O=C(c1cccs1)c1cn(CCOc2ccccc2Cl)c2ccccc12 the results were p53ts 39C tox 9%, p53ts 32C kill 9%, Peg3 imprint -17%[10.9 µM] and IkB signaling 8.4%.
For COc1ccccc1OCC(O)CO (configuration not stated) the results were p53ts 39C tox -7%, p53ts 32C kill 7% and Peg3 imprint -16%.
Cc1ccc(S(=O)(=O)NCc2ccc(C(=O)NCCc3cccc(C)c3)cc2)cc1 was read as p53ts 39C tox 5%, p53ts 32C kill -8%, Peg3 imprint 12%[10.9 µM] and IkB signaling inconclusive.
COc1cccc2c1Oc1ncccc1N(c1ccc(C(=O)NCc3ccccc3Cl)s1)C2 was read as p53ts 39C tox -4%, p53ts 32C kill 10%, Peg3 imprint -8%[10.9 µM] and IkB signaling -2.3%.
For Cc1nnc(SCC(=O)NC2CC2)n1CCc1ccccc1 the results were p53ts 39C tox -12%, p53ts 32C kill 3%, Peg3 imprint -5% and IkB signaling 0.7%.
`CCCNC(=O)c1ccc2c(c1)ncn2-c1ccccc1OC` gave p53ts 39C tox 8%, p53ts 32C kill -14%, Peg3 imprint -20% and IkB signaling inconclusive.
CCN(CC)C(=O)C1CCN(S(=O)(=O)c2c(C)noc2/C=C/c2cccc(OC)c2)CC1 was read as p53ts 39C tox -18%, p53ts 32C kill 18%, Peg3 imprint -15%[10.9 µM] and IkB signaling 1.7%.
Screening CC(C)OCC(O)CN1CCN(CC(O)COc2ccc3c(c2)OCO3)CC1 (configuration not stated) returned p53ts 39C tox 8%, p53ts 32C kill -3%, Peg3 imprint -1% and IkB signaling 1.4%.

Continued, starting with the last four of the part before.
For Cc1nnc(SCC(=O)NC2CC2)n1CCc1ccccc1 the results were p53ts 39C tox -12%, p53ts 32C kill 3%, Peg3 imprint -5% and IkB signaling 0.7%.
`CCCNC(=O)c1ccc2c(c1)ncn2-c1ccccc1OC` gave p53ts 39C tox 8%, p53ts 32C kill -14%, Peg3 imprint -20% and IkB signaling inconclusive.
CCN(CC)C(=O)C1CCN(S(=O)(=O)c2c(C)noc2/C=C/c2cccc(OC)c2)CC1 was read as p53ts 39C tox -18%, p53ts 32C kill 18%, Peg3 imprint -15%[10.9 µM] and IkB signaling 1.7%.
Screening CC(C)OCC(O)CN1CCN(CC(O)COc2ccc3c(c2)OCO3)CC1 (configuration not stated) returned p53ts 39C tox 8%, p53ts 32C kill -3%, Peg3 imprint -1% and IkB signaling 1.4%.
For O=C(CSc1nc(N2CCCCC2)nc(N2CCCCC2)n1)N1CCc2ccccc21 the results were p53ts 39C tox 20%, p53ts 32C kill -2%, Peg3 imprint 8% and IkB signaling 1.7%.
Screening CCOC(=O)c1cc2sccc2n1CC(=O)N1CCc2ccccc21 returned p53ts 39C tox -11%, p53ts 32C kill -12%, Peg3 imprint -18% and IkB signaling 0.7%.
CCCn1c(=N)c(C(=O)NC(C)c2ccccc2)cc2c(=O)n3ccccc3nc21 (configuration not stated) was read as p53ts 39C tox 3%, p53ts 32C kill 3%, Peg3 imprint -10%[10.9 µM] and IkB signaling -0.3%.
For CCOC(=O)c1cnc(SCc2nc(N)nc(Nc3ccc(C)cc3)n2)nc1N the results were p53ts 39C tox -13%, p53ts 32C kill -10%, Peg3 imprint 7% and IkB signaling -1.0%.
CCOc1cccc(C(=O)N(Cc2ccc(C)o2)C2CCS(=O)(=O)C2)c1 (configuration not stated) was read as p53ts 39C tox 20%, p53ts 32C kill -4%, Peg3 imprint 4%[10.9 µM] and IkB signaling -0.2%.
Screening Cc1cc(Nc2ccc(F)cc2Cl)n2ncnc2n1 returned p53ts 39C tox -2%, p53ts 32C kill 12%, Peg3 imprint 3% and IkB signaling -1.5%.
For CCn1cc(C(=O)NC2CCc3ccccc32)c(=O)c2ccc(C)nc21 (configuration not stated) the results were p53ts 39C tox 14%, p53ts 32C kill 5% and IkB signaling 1.4%.
For CCC(C(=O)Nc1ccc(C(C)=O)cc1)n1cnc2nc3c(cc2c1=O)CCCC3 (configuration not stated) the results were p53ts 39C tox inconclusive, p53ts 32C kill -8%, Peg3 imprint -10%[10.9 µM] and IkB signaling 3.2%.
For O=C(Cn1nc(-c2ccccc2)c2ccccc2c1=O)NCC1CCCO1 (configuration not stated) the results were p53ts 39C tox 5%, p53ts 32C kill 12%, Peg3 imprint -1% and IkB signaling 0.3%.
For COc1ccccc1NC(=O)C1=C(C)Nc2nc(SCc3ccccc3F)nn2C1c1cccnc1 (configuration not stated) the results were p53ts 39C tox 7%, p53ts 32C kill -2%, Peg3 imprint 4%[10.9 µM] and IkB signaling 2.1%.
Screening CCOC(=O)N1CCN(C(=O)c2ccc3nc(SCc4ccc(F)cc4)n(C)c3c2)CC1 returned p53ts 39C tox 1% and p53ts 32C kill 7%.
Screening CC(=O)N1CCN(c2ccc(NCc3ccc(C)cc3)cc2)CC1 returned p53ts 39C tox -9%, p53ts 32C kill -7%, Peg3 imprint 6% and IkB signaling 3.7%.
`CCc1nnc(NC(=O)CSc2nnc(-c3ccoc3C)n2-c2ccccc2)s1` gave p53ts 39C tox -3%, p53ts 32C kill 9%, Peg3 imprint -6% and IkB signaling -0.3%.
For CCOc1ccccc1NC(=O)c1cnc(N2CCOCC2)c2ccccc12 the results were p53ts 39C tox -21%, p53ts 32C kill 8%, Peg3 imprint -8%[10.9 µM] and IkB signaling 1.5%.
For CCc1ccc(NC(=O)c2ccc(Cn3nc(N4CCN(c5ccccc5)CC4)ccc3=O)o2)cc1 the results were p53ts 39C tox -6%, p53ts 32C kill -7%, Peg3 imprint -10%[10.9 µM] and IkB signaling inconclusive.

2 records drawn at random from the list so far:
`CCc1nnc(NC(=O)CSc2nnc(-c3ccoc3C)n2-c2ccccc2)s1` gave p53ts 39C tox -3%, p53ts 32C kill 9%, Peg3 imprint -6% and IkB signaling -0.3%.
For CCc1ccc(NC(=O)c2ccc(Cn3nc(N4CCN(c5ccccc5)CC4)ccc3=O)o2)cc1 the results were p53ts 39C tox -6%, p53ts 32C kill -7%, Peg3 imprint -10%[10.9 µM] and IkB signaling inconclusive.

Next section
Screening CCOc1ccc(NC(=O)c2oc3ccccc3c2NC(=O)CC)cc1 returned p53ts 39C tox -3%, p53ts 32C kill 3%, Peg3 imprint -12% and IkB signaling 7.7%.
`Nc1nnc(SCc2ccc3c(c2)OCO3)s1` gave p53ts 39C tox 3%, p53ts 32C kill 5%, Peg3 imprint -14% and IkB signaling -0.7%.
Screening Cc1ccc(C)c(Cn2cnc3c(cnn3C(C)(C)C)c2=O)c1 returned p53ts 39C tox -8%, p53ts 32C kill -11%, Peg3 imprint -19% and IkB signaling 4.0%.
O=C(Nc1ccccc1)c1ccc(NCc2cccnc2)c(S(=O)(=O)N2CCOCC2)c1 was read as p53ts 39C tox 6%, p53ts 32C kill 10%, Peg3 imprint -4% and IkB signaling 2.0%.
For COc1ccc2oc(=O)c(C(=O)N3CCN(C45CC6CC(CC(C6)C4)C5)CC3)cc2c1 the results were p53ts 39C tox -1%, p53ts 32C kill -2%, Peg3 imprint -6% and IkB signaling -1.0%.
Cc1cc(C(=O)COC(=O)c2cccs2)c(C)n1-c1c(C)n(C)n(-c2ccccc2)c1=O was read as p53ts 39C tox -7%, p53ts 32C kill -6%, Peg3 imprint -13% and IkB signaling -0.5%.
`CCCc1cc(=O)n2[nH]c(SCc3ccccc3)nc2n1` gave p53ts 39C tox -1%, p53ts 32C kill -4%, Peg3 imprint 10% and IkB signaling inconclusive.
`COc1nn(CC(=O)N2N=C(C)CC2(O)C(F)F)cc1[N+](=O)[O-]` (configuration not stated) gave p53ts 39C tox 0% and p53ts 32C kill 1%.
COc1ccc(-c2ccc(=O)n(CC(=O)Nc3ccc(C)cc3C)n2)cc1 was read as p53ts 39C tox 5%, p53ts 32C kill 11%, Peg3 imprint -15%[10.9 µM] and IkB signaling -0.9%.
Cc1ccc(C2=Nc3ccccc3NC(C)(c3ccc(C)o3)C2)o1 (configuration not stated) was read as p53ts 39C tox -12%, p53ts 32C kill 1%, Peg3 imprint 3% and IkB signaling -3.8%.
For Cc1ccc(C(C)C)c(OCC(=O)NCC2(N3CCOCC3)CCCCC2)c1 the results were p53ts 39C tox -24%, p53ts 32C kill -8%, Peg3 imprint -5%[10.9 µM] and IkB signaling inconclusive.
Screening CCOc1ccc(CNC(=O)c2cc3c(=O)n(C)c4ccccc4c3s2)cc1 returned p53ts 39C tox 3%, p53ts 32C kill 9%, Peg3 imprint inconclusive and IkB signaling 0.8%.
`COc1ccc(OC)c(-c2nc3c(C#N)c[nH]n3c2NC2CCCCC2)c1` gave p53ts 39C tox -21%, p53ts 32C kill 10%, Peg3 imprint -14%[10.9 µM] and IkB signaling 3.0%.
CC(C)N(Cc1nc(-c2ccccc2)no1)C(=O)c1ccc2c(c1)OCO2 was read as p53ts 39C tox 3%, p53ts 32C kill 2%, Peg3 imprint -16% and IkB signaling 1.8%.
`CC1(C(=O)O)CCC(C(=O)N2CCOCC2)C1(C)C` (configuration not stated) gave p53ts 39C tox -10%, p53ts 32C kill -8%, Peg3 imprint -10% and IkB signaling 0.9%.
Cc1cc(=O)n2nc(N3CCC(C(=O)Nc4ccc(Br)c(C)c4)CC3)sc2n1 was read as p53ts 39C tox -7%, p53ts 32C kill -3%, Peg3 imprint -3%[10.9 µM] and IkB signaling 0.4%.
Screening CCN(c1ccccc1)S(=O)(=O)c1cnc[nH]1 returned p53ts 39C tox -6%, p53ts 32C kill -2%, Peg3 imprint -14% and IkB signaling -0.2%.
Cc1ccc(CCNC(=O)CCCn2c(=O)c3cccn3c3ccc(F)cc32)cc1 was read as p53ts 39C tox -20%, p53ts 32C kill -5%, Peg3 imprint -16%[10.9 µM] and IkB signaling -2.6%.
Screening OCCN1CCN(c2nc(-c3ccccc3)c3cc(Cl)ccc3n2)CC1 returned p53ts 39C tox inconclusive, p53ts 32C kill -9%, Peg3 imprint -11% and IkB signaling 5.0%.
For CCOC(=O)c1sc(N)c(C(=O)Nc2ccc(C)cc2C)c1C the results were p53ts 39C tox -7% and p53ts 32C kill 5%.
CCSc1oc(-c2ccco2)nc1S(=O)(=O)c1ccc(F)cc1 was read as p53ts 39C tox -10%, p53ts 32C kill 0%, Peg3 imprint -5% and IkB signaling 3.3%.
Screening CCc1ccccc1S(=O)(=O)Cc1ccc(C(=O)NCC2CCCO2)o1 (configuration not stated) returned p53ts 39C tox 14%, p53ts 32C kill 7%, Peg3 imprint -12% and IkB signaling 1.8%.
For CC(=O)Nc1cc2c(cc1NC(=O)c1cnccn1)OCCO2 the results were p53ts 39C tox 4%, p53ts 32C kill -2% and IkB signaling -2.2%.
